AmpC det inh: AmpC beta-lactamase inhibition, detergent assay. P00811. purified AmpC, nitrocefin hydrolysis with detergent. Potency, µM (top dose mostly 28.7 µM), for the others: at the highest dose activity change, negative = inhibition. 71,000 compounds, 0.09% hits. AID 584; active means well fitted curve in the direction sought with a large enough effect
Target sequence (P00811 whole entry, looked up): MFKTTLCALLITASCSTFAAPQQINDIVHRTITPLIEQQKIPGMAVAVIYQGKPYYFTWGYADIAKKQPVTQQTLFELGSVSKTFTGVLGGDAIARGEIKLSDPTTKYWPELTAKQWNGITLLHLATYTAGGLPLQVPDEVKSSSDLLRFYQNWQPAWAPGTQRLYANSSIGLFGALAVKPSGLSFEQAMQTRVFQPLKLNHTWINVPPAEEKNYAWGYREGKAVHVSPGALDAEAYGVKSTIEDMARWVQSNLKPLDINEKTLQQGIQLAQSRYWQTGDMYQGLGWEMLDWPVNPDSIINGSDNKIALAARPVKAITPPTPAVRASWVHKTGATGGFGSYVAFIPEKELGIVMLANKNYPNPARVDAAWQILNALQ
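E. coli AmpC (5.3 nM) in 20 mM phosphate pH 7.0 with 0.01% Triton X-100, preincubated 15 min RT with compound; nitrocefin (2 uL of 800 uM stock) hydrolysis followed by 480 nm absorbance every 20 s over 4 min.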
An asterisk follows results filed as active; & = joins results of further samples; [ ] = dose if it differs, or a comment. On the % scale 0 is the no-effect control and ±100 the full control effect; potency means the concentration at half of the fitted maximal effect. These rows are one share of the data; count on the stated rates, not on these rows.

nr	SMILES	AmpC det inh
1	O=C(COC(=O)CN1C(=O)C2CC=CCC2C1=O)Nc1cc(C(F)(F)F)ccc1N1CCOCC1 (stereo unspecified)	-3.3%
2	Cc1ccc2cc(CN(CC3CCCO3)S(=O)(=O)c3cccc4nsnc34)c(=O)[nH]c2c1 (stereo unspecified)	-2.5%
3	O=C(Cn1cnc2c(cnn2-c2ccccc2)c1=O)N1CCOCC1	12.8%
4	CC1CCN(c2nc(-c3ccccc3)c(C#N)c(=O)[nH]2)CC1	11.0%
5	CS(=O)(=O)c1ccc2nc(NC(=O)Cc3ccccc3)sc2c1	1.0%
6	CCSc1nnc(NC(=O)c2ccc(C)o2)s1	-5.7%
7	COc1ccc(S(=O)(=O)N(C)C2CCN(C)CC2)cc1	7.7%
8	CC(C)c1cc(C(=O)Nc2cccnc2)no1	-1.6%
9	COc1ccc2c(c1)CC(C1(O)C(=O)N(C)c3ccccc31)C2=O (stereo unspecified)	7.8%
10	COC(=O)c1ccccc1NC(=O)C1CCN(C(=O)c2cc(OC)cc(OC)c2)CC1	-3.1%

As entered above:
AmpC det inh result of no. 6 stands at -5.7%
AmpC det inh result of no. 5 stands at 1.0%

Other records.
nr	SMILES	AmpC det inh
11	COc1cc2c(C(=O)N3CCN(C)CC3)c(C)n(C)c2cc1Br	6.0%
12	COc1cccc(N2C(=O)C3ON(c4ccccc4)C(c4cccs4)C3C2=O)c1 (stereo unspecified)	10.3%
13	CC(C(=O)NCc1ccco1)n1nc(-c2ccccc2)c2cc(Cl)ccc21 (stereo unspecified)	5.5%
14	O=C(Nc1nccs1)c1ccc(S(=O)(=O)c2ccccc2)cc1	-7.1%
15	O=C(NC1CS(=O)(=O)CC1NCc1ccco1)c1ccccc1 (stereo unspecified)	-4.2%
16	COc1ccc(OC)c(C(=O)CSc2nc3ncccc3[nH]2)c1	-0.6%
17	CCCCC(=O)N1CC2(C)CN(C(=O)CCCC)CC(C)(C1)C2=O	2.2%
18	Cc1cc2cc3c(=O)[nH]c(=O)[nH]c3nc2cc1C	-5.7%[5.75 µM]
19	COc1ccc(-n2nnnc2SCC(=O)c2ccc(OC)c(OC)c2)cc1	0.2%
20	CC(C)Oc1cccc(C(=O)Nc2ccccc2N2CCOCC2)c1	-2.1%

(next part)
nr	SMILES	AmpC det inh
21	N[C@H](C(=O)O)c1ccc(C(=O)O)cc1	3.0%
22	Cc1nnsc1NC(=O)OCC(C)C	-6.9%
23	CCOc1ccc(-c2nc(=S)[nH][nH]2)cc1	1.0%
24	CC(NC(=O)NCC1CCCO1)(C(F)(F)F)C(F)(F)F (stereo unspecified)	-5.5%
25	CCCCNC(=O)c1c[nH]c2ccc(S(=O)(=O)Nc3ccc(OCC)cc3)cc2c1=O	1.6%
26	COC(=O)c1cn(-c2ccccc2)nc1C(=O)OC	-2.7%
27	COC(=O)c1sc(NC(=O)c2ccc(OC)cc2OC)nc1C	16.2%
28	N#Cc1c(N)c(C(=O)c2ccc(Br)cc2)n2c1CCC2	-1.5%
29	Cc1ccc2nc(S(=O)(=O)O)[nH]c2c1	0.1%
30	COc1ccccc1/C=C1/C(=N/O)C2CCN1CC2	8.3%

Next structures.
nr	SMILES	AmpC det inh
31	O=C1c2ccccc2C(=O)N1CCCc1nc2ccccc2c(=O)n1-c1cccnc1	0.1%
32	CCCC[C@]1(C2CCCC2)Cc2cc(OCC(=O)O)c(Cl)c(Cl)c2C1=O	-4.7%
33	Cc1ccc(-n2nnnc2SCC(=O)c2cc(C)n(-c3cc(C)on3)c2C)c(C)c1	-4.5%
34	O=C(NCc1ccccn1)C1CCN(S(=O)(=O)N2CCCCC2)CC1	-1.4%
35	CN(c1ccc(O)cc1)c1nc(-c2ccccc2)cs1	-2.1%
36	COc1ccc(Cl)cc1N(CC(=O)Nc1ccc2c(c1)OCCO2)S(C)(=O)=O	6.0%
37	COc1ccc(-c2nnn(CC(=O)Nc3sc4c(c3C#N)CCCC4)n2)cc1	10.3%
38	Cn1c(=O)cc(OCCCC(=O)Nc2ccc3c(c2)OCCO3)c2ccccc21	17.0%
39	COc1cc(NC(=O)C23CC4CC(C2)CC(n2nnc(C)n2)(C4)C3)c(OC)cc1Cl	0.2%
40	Cc1coc(NC(=O)CSc2nc(-c3ccncc3)cc(C(F)(F)F)c2C#N)n1	-0.7%

(cont.)
nr	SMILES	AmpC det inh
41	Cc1noc(C)c1-c1cncnc1Nc1ccccc1	6.1%
42	CN(C(=O)c1cccc(C#N)c1)c1nnc(-c2ccncc2)s1	13.0%
43	CCN(CC)C[C@@H](O)c1ccc2ccc3ccccc3c2c1	-4.0%[5.75 µM]
44	O=C(Nc1ccc(F)cc1F)N1CCN(C/C=C/c2ccccc2)CC1	10.8%
45	COC(=O)Cc1c(C)nc2nc(-c3ccco3)[nH]n2c1=O	-5.4%
46	Cn1c(Cn2c(=O)sc3ccccc32)nnc1SCC(=O)Nc1cccc(F)c1	12.6%
47	CCOC(=O)NC(=O)CN1C(=O)NC(C)(c2ccccc2)C1=O (stereo unspecified)	-2.7%
48	O=[N+]([O-])c1cc(Cl)c(Cl)c(Cl)c1	11.1%
49	COC(=O)COc1cccc(-n2cnnn2)c1	0.0%
50	COc1cccc(C(=O)n2cnnc2N)c1OC	-6.0%

The list continues:
nr	SMILES	AmpC det inh
51	C=CCN1CCN(C(CC(C)C)c2nnnn2CCOC)CC1 (stereo unspecified)	6.6%
52	Cc1ccc2c(CNCc3ccco3)cc(=O)oc2c1	-2.1%
53	Cn1c(Cn2c(=O)sc3ccccc32)nnc1SCC(=O)Nc1cccc(Cl)c1	22.8%
54	Cc1nc(-c2ccc(NS(C)(=O)=O)cc2)cs1	-4.5%
55	O=C(CSc1nn(-c2ccc(Cl)cc2)c(=S)s1)N1CCN(C(=O)c2ccco2)CC1	-1.7%
56	CC(=O)Nc1c(Cl)n(C(C)=O)c2ccccc12	-1.0%
57	Cc1ccc(C)c(NC(=O)CN(C)S(=O)(=O)c2ccc(F)cc2)c1	-4.7%
58	CCCNC(=O)c1cc(SC)ccc1Cl	-8.4%
59	O=c1c2ccccc2nnn1CSc1nnc(Nc2ccccc2)s1	-2.6%
60	Cc1ccnc(SCCn2c(N3CCC(C)CC3)nc3c2c(=O)n(C)c(=O)n3C)n1	-1.1%

Next structures.
nr	SMILES	AmpC det inh
61	O=C(NC1CCCCC1)c1ccc(Cn2cc(Br)cn2)o1	-1.2%
62	Cc1ccccc1	9.3%&8.8%
63	CCC(Sc1nncn1C)C(=O)Nc1nnc(-c2ccc(Cl)cc2)s1 (stereo unspecified)	7.6%
64	Oc1ccc(N=Cc2ccc(O)c(O)c2)cc1	4.5%
65	COc1cccc(NC(=O)n2nc(N)cc2-c2ccc(Cl)cc2)c1	9.7%
66	Cc1ccc2c(c1)N(CC(=O)N1CCCCCC1)C(=O)CO2	5.3%
67	CC1CCC2(CC1)NC(=O)N(Cc1nc(-c3ccccc3)no1)C2=O (stereo unspecified)	-3.3%
68	CCC(=O)Nn1c(C)nnc1C	15.5%
69	Cc1nc(C)n(C(C)CC(=O)O)n1 (stereo unspecified)	12.9%
70	CCCn1c(=O)c(C(=O)NCc2cccnc2)c(O)c2ccccc21	7.7%

Going on with the list.
nr	SMILES	AmpC det inh
71	Cc1[nH]c2ccc(F)cc2c(=O)c1SC(F)(F)C(F)F	-4.4%
72	COc1ccc(C(=O)OCCN2CCOCC2)cc1OC	0.6%
73	COc1ccccc1Nc1nc(N)nc(CN2CCOCC2)n1	8.3%
74	Clc1ccc(C(Cl)(Cl)Cl)cc1Cl	10.0%
75	NC(=O)c1cccc(S(=O)(=O)N2CC(c3ccccc3)CC2=O)c1 (stereo unspecified)	14.4%
76	Cc1occc1C(=O)Nc1nn[nH]n1	-2.3%
77	CCCCCCOc1ccc(OCC(O)CN2C(=O)NC(C)(C)C2=O)cc1 (stereo unspecified)	7.6%
78	CCCCn1nc(CC(=O)O)c2ccccc2c1=O	0.3%
79	COc1nc(C#N)c(N2CCOCC2)o1	-2.5%
80	Cn1c(=O)c2c(nc(-n3ccnc3)n2Cc2ccc(Cl)cc2Cl)n(C)c1=O	8.1%

Other results:
nr	SMILES	AmpC det inh
81	COc1ccc(C2C3=C(CC(C)(C)CC3=O)Nc3c2c(=O)[nH]c(=O)n3Cc2ccccc2)cc1OC (stereo unspecified)	-1.0%
82	Cc1[nH]c2ccccc2c1-c1cc(-c2cc(-c3c(C)[nH]c4ccccc34)on2)no1	-1.7%[5.75 µM]
83	CC1CCCCC12NC(=O)N(Cn1nnc3ccccc3c1=O)C2=O (stereo unspecified)	-2.7%
84	CN(C(=O)c1ccncc1)C1CC(C)(C)N(O)C(C)(C)C1	10.0%
85	Cc1ccc(C)c(-n2c(SCC(N)=O)nnc2-c2ccccn2)c1	9.8%
86	CCOC(=O)C1=C(N)N(c2ccc(N3CCCCC3)cc2)C(=O)C1	13.2%
87	COc1cc(C(=O)Oc2c(CN3CCOCC3)cc(Cl)c3cccnc23)cc(OC)c1OC	8.7%
88	COCCn1c(=O)c(-c2ccccc2)nc2cnc(N3CCNCC3)nc21	0.9%
89	O=C(Nc1ccccc1C(=O)N1CCOCC1)c1ccncc1	4.8%
90	COc1ccccc1NC(=O)CNC(=O)c1ccc(F)cc1	-5.0%

Entries listed so far with a thiophene ring, fused or not:
nr	SMILES	AmpC det inh
12	COc1cccc(N2C(=O)C3ON(c4ccccc4)C(c4cccs4)C3C2=O)c1 (stereo unspecified)	10.3%
37	COc1ccc(-c2nnn(CC(=O)Nc3sc4c(c3C#N)CCCC4)n2)cc1	10.3%

Going on with the list:
nr	SMILES	AmpC det inh
91	Cn1c(SCc2ccc(F)cc2)nnc1-c1cccs1	-0.7%
92	Cc1cccc(NC(=O)C2CCN(S(=O)(=O)c3cccs3)CC2)n1	6.4%
93	c1ccc(CN2C3=NCCCN3c3ccccc32)cc1	-0.6%
94	COc1cccc(C2=NOC(C(=O)NCc3ccccc3)C2)c1 (stereo unspecified)	-4.9%
95	COc1ccc(C)cc1NC(=O)C1CCCN1S(=O)(=O)c1ccc2c(c1)CCC(=O)N2 (stereo unspecified)	9.5%
96	CCOC(=O)c1cccc([P+](=O)O)c1	-4.3%
97	COc1cccc(N(C(=O)Cn2nnc3ccccc32)C(C(=O)NCc2ccco2)c2cccnc2)c1 (stereo unspecified)	7.7%
98	CC(C)(C)Nc1nc(C(N)=O)nc(N2CCOCC2)n1	-1.3%
99	CC(C)(c1cc(Br)c(OCC(Br)CBr)c(Br)c1)c1cc(Br)c(OCC(Br)CBr)c(Br)c1 (stereo unspecified)	7.3%
100	CCOc1ccc(OCC)c(NC(=O)CN2CCN(c3cccc(C)c3)CC2)c1	2.5%

Brought forward from above: four compounds, followed by the next part.
nr	SMILES	AmpC det inh
97	COc1cccc(N(C(=O)Cn2nnc3ccccc32)C(C(=O)NCc2ccco2)c2cccnc2)c1 (stereo unspecified)	7.7%
98	CC(C)(C)Nc1nc(C(N)=O)nc(N2CCOCC2)n1	-1.3%
99	CC(C)(c1cc(Br)c(OCC(Br)CBr)c(Br)c1)c1cc(Br)c(OCC(Br)CBr)c(Br)c1 (stereo unspecified)	7.3%
100	CCOc1ccc(OCC)c(NC(=O)CN2CCN(c3cccc(C)c3)CC2)c1	2.5%
101	O=[N+]([O-])c1ccc2c(N=Nc3ccc4ccccc4c3O)c(O)cc(S(=O)(=O)O)c2c1	-20.4%[5.75 µM]
102	Cn1c(=O)c2cn(Cc3ccc(Cl)cc3)cc2n(C)c1=O	-0.6%
103	COc1ccc(CNC(=O)CSc2ncnc3nc[nH]c23)cc1	-5.7%
104	COCCn1c(COc2ccc(Cl)cc2)nnc1SCC(N)=O	-5.7%
105	c1ccc2c(c1)nnn2Cc1nnc2sc(-c3ccc4c(c3)OCCO4)nn12	-0.5%
106	CCN(CC)S(=O)(=O)c1ccc2c(c1)c(=O)c(C(=O)NCCOC)cn2C	-3.8%
107	CCNc1nc(NC(C)C)nc(NS(=O)(=O)c2ccc(Cl)cc2)n1	-2.4%
108	Cc1coc(C)c1C(=O)CC1(O)C(=O)N(CCc2ccccc2)c2ccccc21 (stereo unspecified)	-7.9%
109	CC1(C)Cc2c(sc3c2c(=N)n(Cc2ccco2)c(=O)n3CC(=O)Nc2cccc(Cl)c2)CO1	0.0%
110	O=C(NC1CCC(C(=O)O)CC1)OCc1ccccc1 (stereo unspecified)	0.6%

(cont.)
nr	SMILES	AmpC det inh
111	O=C(c1ccc(S(=O)(=O)N2CCOCC2)cc1)N(c1ccccc1)C1C=CS(=O)(=O)C1 (stereo unspecified)	-1.6%
112	O=C(Nc1cnn(Cc2ccc(F)cc2)c1)c1cc(-c2cccs2)on1	-3.4%
113	Cc1n[nH]c(C)c1S(=O)(=O)N1CCCC(C(=O)NC2CCCc3ccccc32)C1 (stereo unspecified)	11.2%
114	COc1ccc(Br)cc1S(=O)(=O)n1ccnc1C	-2.1%
115	C=CCn1c(SCC(=O)Nc2ccccc2)nnc1-c1cccc(S(=O)(=O)N2CCOCC2)c1	-4.7%
116	O=C(Nc1cccc(F)c1)N1CC[C@@]2(CCCN(C(=O)c3cc(C(F)(F)F)cc(C(F)(F)F)c3)C2)C1	-4.7%
117	CCCOc1ccc(N2C(=O)CC(NCCCN3CCC(C(N)=O)CC3)C2=O)cc1 (stereo unspecified)	-1.8%
118	C[C@]1(c2ccccc2)OC(C(=O)O)=CC1=O	0.4%
119	Cc1ccc(N(C)C(=O)Oc2cccc3cccnc23)cc1	-4.3%
120	Cc1cccc(CSc2ncnc3nc[nH]c23)c1	6.7%
121	Cc1cc(C)nc(NS(=O)(=O)c2ccc(NC(=O)c3cccs3)cc2)n1	-1.2%
122	S=C1NCN2CCN(CC2)CNC(=S)C(=S)NCN2CCN(CC2)CNC1=S	-2.4%[5.75 µM]
123	CCN(CC)CCCNC(=O)C1c2ccccc2C(=O)N(C)C1c1ccc(OC)cc1 (stereo unspecified)	1.4%

Values in list order from the list:
Nos. 112 to 118 in AmpC det inh: -3.4%, 11.2%, -2.1%, -4.7%, -4.7%, -1.8%, 0.4%
